# DNMT1 inh: human DNMT1 methyltransferase inhibitors, primary screen, biochemical, molecular beacon, fluorescence, HinP1I cleavage, uHTS; DNA (cytosine-5)-methyltransferase 1 (Homo sapiens), P26358; inhibition (reported as % activation of signal), % at 10 µM; hit rate 0.83% among 360,000; AID 588458, 2011; in the data active = inhibition above about 50%
# Target sequence (P26358 504-1616 limits assumed): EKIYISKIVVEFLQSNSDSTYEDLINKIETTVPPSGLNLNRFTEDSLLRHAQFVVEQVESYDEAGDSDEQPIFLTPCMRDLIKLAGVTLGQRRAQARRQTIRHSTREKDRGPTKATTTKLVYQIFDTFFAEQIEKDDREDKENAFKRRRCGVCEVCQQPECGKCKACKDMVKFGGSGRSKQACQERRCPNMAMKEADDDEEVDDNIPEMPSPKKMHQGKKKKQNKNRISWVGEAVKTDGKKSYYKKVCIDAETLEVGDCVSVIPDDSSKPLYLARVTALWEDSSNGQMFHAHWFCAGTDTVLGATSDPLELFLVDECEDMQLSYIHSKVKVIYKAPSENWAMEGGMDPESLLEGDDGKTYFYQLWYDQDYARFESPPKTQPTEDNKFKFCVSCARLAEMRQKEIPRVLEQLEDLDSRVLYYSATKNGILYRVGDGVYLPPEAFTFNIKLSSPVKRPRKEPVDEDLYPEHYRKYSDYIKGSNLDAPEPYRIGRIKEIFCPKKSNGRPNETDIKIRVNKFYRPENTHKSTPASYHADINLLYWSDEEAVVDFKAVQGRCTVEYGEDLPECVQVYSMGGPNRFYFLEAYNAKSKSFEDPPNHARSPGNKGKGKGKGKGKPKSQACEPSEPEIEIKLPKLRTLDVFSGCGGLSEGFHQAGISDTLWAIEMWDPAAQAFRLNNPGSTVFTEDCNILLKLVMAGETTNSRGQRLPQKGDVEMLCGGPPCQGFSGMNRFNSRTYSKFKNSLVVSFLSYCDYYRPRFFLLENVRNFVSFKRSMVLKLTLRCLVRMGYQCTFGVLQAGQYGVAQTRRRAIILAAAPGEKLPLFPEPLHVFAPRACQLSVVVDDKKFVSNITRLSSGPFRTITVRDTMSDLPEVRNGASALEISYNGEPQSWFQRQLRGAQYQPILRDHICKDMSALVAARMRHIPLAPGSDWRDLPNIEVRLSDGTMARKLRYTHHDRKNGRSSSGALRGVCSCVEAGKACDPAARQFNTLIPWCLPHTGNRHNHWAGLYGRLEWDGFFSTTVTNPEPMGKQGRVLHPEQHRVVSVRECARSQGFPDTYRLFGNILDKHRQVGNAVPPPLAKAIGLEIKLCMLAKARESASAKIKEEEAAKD
# LMPTP block: LMPTP phosphatase inhibitors, primary screen, biochemical, fluorescence intensity, uHTS. recombinant LMPTP-A, OMFP fluorogenic substrate. inhibition, % at 20 µM. hit rate 0.22% among 360,000. AID 651560, 2012;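 active = compounds that cut the enzyme signal by at least half of the control window in the single-dose screen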;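 note: plate controls were DMSO wells with enzyme plus substrate for no effect and substrate without enzyme for full effect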
#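 Test system: LMPTP-A phosphatase enzyme. Amount: LMPTP-A at 0.625 nM final in the reaction. Reagent: OMFP substrate, 400 µM final. Times: 50 min at room temperature. Signal: endpoint fluorescence intensity from OMFP dephosphorylation. Read-out basis: % inhibition. Benchmarks: no-enzyme and uninhibited controls.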
# MLLE-PAM2 inh: inhibitors of PABP1 MLLE–PAM2 peptide binding, primary screen, biochemical, fluorescence polarization, FITC-PAM2, GST-MLLE; Polyadenylate-binding protein 1 (Homo sapiens), P11940; inhibition, % at 20 µM; hit rate 0.36% among 360,000; in the data active = inhibition above about 35%, passing the limit was not always enough;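 note: plate controls were DMSO wells with GST-MLLE for no effect and wells lacking GST-MLLE protein for full effect; some results filed as inactive read as strong as hits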
# TbMetRS inhib: T. brucei MetRS inhibitors, primary screen, biochemical, luminescence; methionyl-tRNA synthetase (Trypanosoma brucei brucei); purified T. brucei MetRS, ATP depletion, Kinase-Glo luminescence; inhibition, % at 11.9 µM; hit rate 0.4% among 360,000;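 active = inhibition above a per-plate cutoff of the control wells' mean inhibition plus 3 SD, cut at about 5.5% in these data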;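 note: 0% = DMSO wells median and 100% = median of wells with control inhibitor compound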
#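 Test system – parasite MetRS enzyme · Reagent – substrates ATP, L-methionine and bulk Escherichia coli tRNA · Doses – 11.9 µM compound single dose, 0.9% DMSO · Times – 15 min enzyme-compound preincubation, 2 h reaction, 10 min detection, 25 °C · Signal – Kinase-Glo luminescence, ATP depletion format · Controls – DMSO-only wells as low control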
# NadD block: inhibitors of S. aureus NadD, primary screen, biochemical, colorimetric, uHTS | Nicotinate-nucleotide adenylyltransferase NadD (Staphylococcus aureus N315) | AID 602399, 2012 | inhibition, % at 20 µM | purified NadD enzyme, colorimetric absorbance read-out | hit rate 0.78% among 360,000; in the data active = inhibition above about 26%; note: some compounds past the cut are filed as inactive
# Rpn11 block: Rpn11 (PSMD14) deubiquitinase inhibitors, primary screen, biochemical, fluorescence polarization, uHTS | human 26S proteasome, Ub4-pepOG fluorescence polarization; 20S core pre-blocked with epoxomicin | calls only at 20 µM | hit rate 0.59% among 360,000;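 active = inhibition at 20 µM, scaled to each plate's controls, above about 33%, limit read from the data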
# CSN inh: inhibitors of CSN-mediated cullin deneddylation, primary screen, biochemical, fluorescence polarization, uHTS; inhibition, % at 12.5 µM; Purified CSN, SCF-Nedd8-OG deneddylation; AID 651999, 2013; hit rate 0.38% among 360,000;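 active = pattern-corrected inhibition above about 35%, with an unprinted fluorescence ratio check between 0.5 and 1.5, limit read from the data, passing the limit was not always enough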;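 note: 0% = enzyme with substrate and 100% = substrate without enzyme; some results filed as inactive read as strong as hits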
#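 Assay system: HEK293T-derived human Csn5 enzyme; quantity: 0.24 nM enzyme; medium: Tris/NaCl/DTT buffer, pH 7.5; also added: substrate SCFSkp2-Nedd8OG, 10 nM; doses: 12.5 µM compound; schedule: 90 min reaction at room temperature; signal: FP; read-out: % inhibition of substrate cleavage by Csn5; benchmarks: substrate-only high control, full reaction low control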
# STEP block: STEP phosphatase inhibitors, primary screen, biochemical, fluorescence intensity, uHTS; inhibition, % at 20 µM; recombinant STEP, OMFP fluorogenic substrate; AID 588621, 2011; hit rate 0.25% among 360,000; Tyrosine-protein phosphatase non-receptor type 5 (Homo sapiens), P54829;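 active = inhibition at 20 µM, scaled per plate between control wells, above about 37%, limit read from the data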;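 note: 0% = DMSO with enzyme and substrate and 100% = substrate only without enzyme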
#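 Also added – OMFP at 25 µM · Test system – STEP tyrosine phosphatase · Technique – FITC-channel fluorescence of OMFP product · Schedule – 20 min at room temperature, dark · Evaluation – control-normalized % inhibition with plate pattern correction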
# Scp1 inh: Scp-1 phosphatase inhibitors, primary screen, biochemical, colorimetric, uHTS. Carboxy-terminal domain RNA polymerase II polypeptide A small phosphatase 1 (Homo …. Recombinant Scp1, phosphopeptide, malachite green phosphate absorbance. inhibition, % at 20 µM. hit rate 0.88% among 340,000. AID 493091, 2011;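 active = inhibition above about 50% at 20 µM, limit read from the data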;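 note: plate controls were DMSO wells with enzyme for no effect and wells lacking enzyme for full effect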
#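 Test system – truncated SCP-1 phosphatase (76-261aa) · Reagent – Phosphorylated 17-residue peptide substrate · Incubation – 45 min room-temperature reaction, 5 min colour, 30 min stabiliser · Detection – colorimetric phosphate reagent with accelerator and stabiliser, absorbance at 630 nm · Measure – % inhibition at 20 µM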
# SUMO1 PPI mod: modulators of SUMO1 protein-protein interactions, primary screen, biochemical, uHTS | Small ubiquitin-related modifier 1 (Homo sapiens), P63165 | SUMO1 binding to a labelled peptide, TR-FRET, 1 h | inhibition, % at 20 µM | hit rate 0.33% among 360,000 | AID 602429, 2012; in the data active = inhibition above about 37%
# Starred values were filed as active, the others as inactive; i = inactive; / = not tested or not shown; + = active, no number.
Compound	DNMT1 inh	LMPTP block	MLLE-PAM2 inh	TbMetRS inhib	NadD block	Rpn11 block	CSN inh	STEP block	Scp1 inh	SUMO1 PPI mod
CCOC(=O)C1CCN(Cc2ccc(OCc3ccccc3)c(OC)c2)CC1	1	-0.2	-9	-0.1	-8	i	2	2	-3	-1
CCOC(=O)N1CCC(Nc2ncnc3c2cnn3-c2ccc(Cl)cc2)CC1	-4	0.6	8	-0.5	-1	i	-4	-4	-4	8
COCCOC(=O)c1sc(=S)n(CCOC)c1N	-7	1.3	49*	0.5	-3	i	0	34	10	7
Cc1nn2c(C)c(C(=O)Nc3ccccc3)cnc2c1C#N	2	-1.3	-18	-1.4	-4	i	6	-2	5	-1
COc1cc(CC(=O)OCC(=O)NC2CC2)cc(OC)c1OC	3	0.2	-25	-0.6	6	i	0	0	-5	2
O=[N+]([O-])c1ccc(N2CCC(O)CC2)nc1	0	-1.4	-8	-1.1	-3	i	0	-2	2	-14
C=CCn1c(SCC(N)=O)nnc1-c1cnccn1	2	-0.2	-12	-0.5	2	i	-4	-1	-8	5
COCCn1c(SCC(=O)N2CC(=O)Nc3ccccc32)nc2ccccc2c1=O	-1	-0.8	-24	0.0	-5	i	-1	0	-6	0
CCOC(=O)CN1NC2(CCCCC2)NC1=S	3	-0.8	-12	-0.1	-3	i	1	-1	4	2
O=C1NN=C(CSc2n[nH]c(=S)s2)CS1	4	0.2	-34	0.6	4	i	-2	-1	28	50*
Cn1nccc1NC(=O)Nc1cccc(Cl)c1Cl	-2	-1.1	14	-0.2	-9	i	-2	2	-4	2
COc1ccccc1N(CC(=O)NCc1ccccc1)S(C)(=O)=O	0	-0.6	7	-1.1	3	i	-7	8	6	-1
N=c1oc2ccc(Cl)cc2cc1C(=O)Nc1ccc(F)cc1	8	-0.3	-6	-0.2	6	i	4	-1	-9	-7
C[C@H](NC(=O)c1ccc(C(C)(C)C)cc1)C(=O)N1CCC2(CC1)NCCc1[nH]cnc12	4	-1.7	3	-0.3	-14	i	2	2	-9	1
O=C(Nc1nc2ccc(Oc3ccccc3)cc2s1)c1cc([N+](=O)[O-])ccc1N1CCOCC1	-10	1.9	11	0.5	14	i	-4	10	-12	-6
CC(=O)Oc1ccc(-c2ccc(C(=O)NCCc3ccc(S(N)(=O)=O)cc3)cc2)cc1	45	19	-7	-0.6	20	+	-1	12	1	3
Cc1ccc(NC(=O)CSc2nc3c(c(=O)[nH]2)CCCC3)cc1C	3	-2.3	-9	-0.4	-3	i	-6	-2	-4	5
COc1ccc(C(=O)N2CCCc3ccccc32)cc1Br	-1	-0.2	5	1.1	-8	i	-3	2	-7	1
COc1cccc2c1OC[C@@H](CO)[C@H]2N(C)C(=O)Nc1ccc(Cl)cc1Cl	-2	-1.3	-9	4.1	-5	i	1	-3	-4	-1
COc1ccc(C2CC(c3ccc(C(F)(F)F)cc3)=NN2c2ccc(S(N)(=O)=O)cc2)cc1 (centres undefined)	-24	5.8	-17	-0.2	28	i	-1	-2	-1	1
COc1cc(C(=O)N2CCN(S(=O)(=O)c3ccc(C)cc3)CC2)ccc1OCc1c(C)noc1C	-4	-1.4	3	0.2	-3	i	2	-2	-6	-1
Cc1[nH]nc2c1/C(=N\O)CCC2	4	-0.5	6	-0.1	-2	i	-5	-1	-3	3
CN1C(=O)C(C)(C)c2cc(S(=O)(=O)NCC(=O)NCc3ccccc3)ccc21	-2	-1.8	16	-0.1	0	i	-3	1	-4	2
CN(CCc1ccccn1)C(=O)c1cccnc1Oc1ccccc1	-1	-0.8	7	0.0	2	i	-2	-1	-11	-2
O=C(O)c1ccccc1C(=O)Nc1ccc(S(=O)(=O)Nc2nccs2)cc1	1	-3.2	-3	-0.8	-5	i	0	-2	-9	-4

# Continued:
Compound	DNMT1 inh	LMPTP block	MLLE-PAM2 inh	TbMetRS inhib	NadD block	Rpn11 block	CSN inh	STEP block	Scp1 inh	SUMO1 PPI mod
C=CCN1C(=O)c2ccc(C(=O)N(CC)CC(=O)Nc3ccc(OC)cc3)cc2C1=O	0	-0.8	7	-0.4	-8	i	-2	1	-3	-22
N#Cc1c(NC2CCCCC2)nc(-c2ccco2)c2c1CCCC2	12	2.5	16	-0.8	38*	i	5	1	0	-6
CC(=O)N1CCCc2cc(S(=O)(=O)Nc3ccc(C)cc3C)ccc21	2	-2.2	-5	0.0	-2	i	-3	6	-8	-2
CC(NS(=O)(=O)c1ccccc1)C(c1cccs1)N1CCN(c2ccccc2)CC1 (centres undefined)	-7	4.5	1	-1.0	-2	i	-5	1	2	0
O=C(c1ccccc1)c1ccc(C(=O)N2CCN(c3ccc(O)cc3)CC2)cc1	0	0.6	3	-0.3	5	i	-3	0	-2	-1
NC(=O)c1cccnc1Oc1ccccc1	1	-1.4	-6	-0.7	-3	i	0	0	0	2
N#CCSc1nnc(-c2ccc(S(=O)(=O)N3CCOCC3)cc2)n1CC1CCCO1 (centres undefined)	1	-1.5	14	0.5	-1	i	-5	0	-4	2
CCOc1ccc(C(NC(=O)c2ccco2)c2ccc(OC)c(OC)c2)cc1 (centres undefined)	1	0.2	4	0.0	4	i	1	2	-5	-3
CCCCOc1ccc(C2=CSC3=NCCN23)cc1[N+](=O)[O-]	-1	-0.6	-74	0.1	-3	i	-5	-2	-9	-23
COC(=O)[C@H](CCSC)NC(=O)NCc1ccc(S(N)(=O)=O)cc1	-1	-0.5	-3	0.6	4	i	-3	0	16	-1
Cc1ccc(-n2c(SCC(=O)OC(C)C)nnc2-c2ccco2)cc1	1	-1.3	-1	-2.2	-2	i	0	-3	-2	-1
CCOC(=O)C1CCN(C(=O)COc2ccc(S(=O)(=O)NC(C)C)cc2)CC1	1	-2.2	-8	-0.5	-4	i	4	-3	-11	3
COc1c(Br)cc(Br)cc1/C=N/NC(=O)c1ccncc1	1	0.0	2	-0.2	-5	i	-1	3	-15	-11
COC(=O)c1c(-c2ccccc2)csc1NC(=O)c1c(-c2ccccc2)noc1C	-4	1.4	29	-0.5	1	i	0	0	-14	-6
COc1ccc(-c2nc(SCC(=O)Nc3nccs3)c(-c3ccc(Cl)cc3)[nH]2)cc1	-15	3.9	21	-1.0	11	i	-7	-1	-4	2
Cc1ccc(CNC(=O)CCc2nnc(Cc3ccc(-c4ccccc4)cc3)o2)o1	-2	1.7	-12	-1.6	1	i	-12	3	7	-1
CCOC(=O)C1=C(N)Oc2ccc3ccccc3c2C1c1ccc(O)c(OC)c1 (centres undefined)	-10	2.2	8	-0.4	-8	i	-1	-3	-19	4
O=C(COC(=O)c1ccc(F)cc1F)NC(=O)Nc1ccc2c(c1)OCCO2	-3	-0.2	-1	0.0	-4	i	-1	-3	-9	-1
COc1ccc(N2C(=O)C3CCCN3C2c2ccccc2Cl)cc1 (centres undefined)	-4	1.1	-9	-1.0	3	i	3	2	-8	6
Cn1c(=O)cc(N2CCOCC2)[nH]c1=O	7	-2.1	2	-0.2	-4	i	2	-1	-8	4
COc1cc(-c2ccc(NC(=O)c3ccc(C)cc3)c(OC)c2)ccc1NC(=O)c1ccc(C)cc1	-5	-1.7	4	-1.8	-1	i	-4	0	-1	0
O=C(N/N=C/c1ccc(N2CCOCC2)c([N+](=O)[O-])c1)c1ccc(F)cc1	-1	0.5	3	0.2	-1	i	0	1	-1	-22
CCCNC(=O)C1CCN(S(=O)(=O)c2ccc3[nH]c(=O)ccc3c2)CC1	-2	-2.2	-16	-0.6	-1	i	-4	2	-1	4
O=C1CCC(OCc2ccccc2)CCN1[C@H](CSc1ccccc1)Cc1ccccc1 (some centres undefined)	/	8.9	/	-1.1	-2	/	1	/	/	1
Cc1nc(=O)c(-c2ccccc2)c(C)n1-c1ccccc1	0	-0.4	7	-0.9	8	i	0	-1	8	0

# Part of the list above, limited to CSN inh:
mol | CSN inh
Cc1ccc(-n2c(SCC(=O)OC(C)C)nnc2-c2ccco2)cc1 | 0
CCOC(=O)C1CCN(C(=O)COc2ccc(S(=O)(=O)NC(C)C)cc2)CC1 | 4

# (listing goes on)
Compound	DNMT1 inh	LMPTP block	MLLE-PAM2 inh	TbMetRS inhib	NadD block	Rpn11 block	CSN inh	STEP block	Scp1 inh	SUMO1 PPI mod
CC1CCN(S(=O)(=O)CCNC(=O)c2ccc3c(c2)OCO3)CC1	1	-0.6	4	-0.1	-1	i	0	1	-5	-1
C=CCC(CC=C)(C(=O)O)c1ccccc1	6	-0.8	-8	0.3	-3	i	-2	-5	-13	1
O=C(CSCc1ccc(Cl)cc1)Nc1ccc(-c2nnc(-c3ccccc3)o2)cc1	72*	17	-22	-1.4	-3	i	15	14	31	4
COc1ccc(CC(=O)NCc2ccccn2)cc1OC	1	-1.4	-4	0.2	0	i	1	-5	11	-8
O=C(COc1ccc2c3c(c(=O)oc2c1)CCCC3)N1CCN(c2ccc(F)cc2)CC1	-3	5.2	-12	-0.4	-1	i	-4	5	2	2
O=C(NCC(c1cccnc1)N1CCN(c2ccccc2)CC1)OCc1ccccc1 (centres undefined)	-5	0.1	1	0.7	-2	i	7	1	-14	-2
O=C1NC(c2ccccc2)Cc2ccncc21 (centres undefined)	1	-1.9	4	0.4	-1	i	-4	4	5	-3
O=C(Nc1nc(-c2cccs2)c(-c2ccccc2)s1)c1ccco1	-10	3.0	-1	-1.0	-3	i	5	-4	-2	4
Cc1ccc(C)c(Oc2cc(F)nc(N)n2)c1	2	0.8	10	0.7	-7	i	6	1	-9	-2

# Screening results: PubChem BioAssay, several laboratories
